Bioassay records from PubChem.
C diff growth – C. difficile growth inhibitors, primary screen, HTS; Clostridium difficile clinical isolate growth, OD600, 24 h; hits give low values; growth activity, negative = inhibition, % at 16 µg/mL (by protocol); 86,000 tested, 0.25% active;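 active = mean growth activity at or below -80% and every replicate also at or below -80%; inconclusive = mean at or below -80% but some replicate above -80%; inactive = mean growth activity above -80%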;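 note: 0% = DMSO wells and -100% = levofloxacin 16 µg/mL wells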
Pf Dd2 inh – P. falciparum Dd2 growth inhibitors, primary screen, SYBR Green fluorescence, single dose replicates | 72 h; hits give low values | activity change, % at 10 µM | 94,000 tested, 2.3% active; in the data active = activity change below about -80%; inconclusive = no clear call, values can overlap the other calls
GASC1 inh – inhibitors of GASC-1 (KDM4C) histone demethylase, primary screen, biochemical, single concentration HTS | GST-KDM4C 2-372, H3K9me3 peptide, LANCE TR-FRET | 96,000 tested, 0.15% active | Lysine-specific demethylase 4C (Homo sapiens), Q9H3R0 | inhibition, % at 12.5 µM;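 active = mean replicate inhibition above about 25%, with at least 55% of replicates also reaching it, limit read from the data, passing the limit was not always enough; inconclusive = only one of those two conditions met; inactive = neither condition met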
Target sequence (Q9H3R0 2-372 limits assumed): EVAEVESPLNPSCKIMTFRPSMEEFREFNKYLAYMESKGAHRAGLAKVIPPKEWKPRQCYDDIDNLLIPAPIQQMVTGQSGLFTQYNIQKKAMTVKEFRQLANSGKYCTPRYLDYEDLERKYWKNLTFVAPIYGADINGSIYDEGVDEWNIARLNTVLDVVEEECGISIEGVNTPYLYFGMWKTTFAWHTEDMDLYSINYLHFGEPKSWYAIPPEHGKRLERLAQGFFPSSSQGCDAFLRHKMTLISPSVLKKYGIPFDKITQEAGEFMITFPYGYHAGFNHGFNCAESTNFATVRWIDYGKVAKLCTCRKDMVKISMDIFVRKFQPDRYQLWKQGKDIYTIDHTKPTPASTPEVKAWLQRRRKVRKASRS
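reagent = H3K9me3 peptide substrate, Fe(II), 2-oxoglutarate | system = GST-tagged GASC-1 (JMJD2C) catalytic fragment, aa 2-372 | amount = enzyme final amount 10 nM | read-out = Fall in 671/618 emission ratio as inhibition | medium = HEPES buffer, pH 7.5, plus ascorbate | schedule = 30 min reaction, 60 min detection, RT | measured by = LANCE TR-FRET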
Tcruzi prolif – T. cruzi intracellular proliferation inhibitors, primary screen, cell-based, beta-gal Tulahuen parasites, NIH3T3 host, luminescence; T. cruzi beta-gal in NIH3T3, GalScreen luminescence, 90 h; inhibition, % at 8.34 µM; 77,000 tested, 5.9% active;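 active = mean inhibition above about 93%, with at least 55% of replicates each passing it, limit read from the data, passing the limit was not always enough; inconclusive = only one of those two conditions holds; inactive = neither condition holds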
Numbers without * were called inactive; ? = inconclusive; . = no result given; & = joins results of further samples.

canonical_smiles | C diff growth | Pf Dd2 inh | GASC1 inh | Tcruzi prolif
C[C@H](CO)N1C[C@H](C)[C@@H](CN(C)C(=O)Cc2cccnc2)Oc2ncc(/C=C/c3ccccc3)cc2C1=O | . | 0 | -0.1 | .
CCCNC(=O)C[C@H]1CC[C@@H]2[C@@H](COc3ccc(NC(=O)COC)cc3C(=O)N2C)O1 | -1 | 9 | -0.8 | 18
C[C@@H]1CCCCO[C@H](CN(C)C(=O)Nc2cccc3ccccc23)[C@@H](C)CN([C@H](C)CO)C(=O)c2cc(NC(=O)Nc3ccc4c(c3)OCO4)ccc2O1 | -2 | -49 | -1.0 | 7
COCC#Cc1ccc2c(c1)O[C@@H](CN(C)S(=O)(=O)c1ccc(C)cc1)[C@@H](C)CN([C@H](C)CO)S2(=O)=O | 10 | -36 | -3.6 | 60
C/C=C/c1ccc([C@@H]2[C@@H](CO)N[C@@H]2CN(CC(C)C)C(=O)c2ccccn2)cc1 | 0 | -69 | -1.5 | -32
C[C@H](CO)N1C[C@H](C)[C@@H](CN(C)CC2CC2)Oc2cc(C#CC(C)(C)O)ccc2S1(=O)=O | 1 | -14 | -1.5 | .
CO[C@@H]1CN(C)C(=O)c2cc(NC(=O)c3ccno3)ccc2OC[C@@H](C)NC[C@@H]1C | . | -33 | 1.3 | -7
C[C@@H]1CN([C@H](C)CO)C(=O)c2cc(NC(=O)Nc3ccc(C(F)(F)F)cc3)ccc2O[C@@H](C)CCCCO[C@H]1CN(C)S(=O)(=O)c1ccc(F)cc1 | . | -48 | 1.6 | 90
C[C@H](CO)N1C[C@H](C)[C@@H](CN(C)Cc2ccccc2F)Oc2ncc(C3=CCCC3)cc2C1=O | 0 | -19 | 2.0 | .
CO[C@@H]1CN(C)C(=O)c2ccc(NC(C)=O)cc2OC[C@@H](C)N(C(=O)CN2CCOCC2)C[C@@H]1C | 2 | 35 | 0.5 | -9
C[C@H](CO)N1C[C@H](C)[C@@H](CN(C)Cc2cccnc2)OCc2ccccc2-c2c(n(C)c3ccccc23)C1=O | -2 | -10 | 1.8 | ?
Cc1noc(C)c1NC(=O)N1C[C@H](O)COC[C@@H]2O[C@H](CC(=O)NCC3CC3)CC[C@H]21 | -1&-6 | . | 4.6 | -55
COCC(=O)Nc1ccc2c(c1)C(=O)N(C)[C@H]1CC[C@H](CC(=O)Nc3ccc(F)cc3)O[C@@H]1CO2 | 4 | 12 | -1.6 | -38
C[C@@H]1CN([C@@H](C)CO)C(=O)c2cccc(NC(=O)Nc3ccc4c(c3)OCO4)c2O[C@H]1CN(C)Cc1ccc(Oc2ccccc2)cc1 | 12 | -17 | -0.1 | 78
CCCN1[C@@H]2Cn3c(ccc(-c4cccnc4)c3=O)[C@H]1[C@@H](C(=O)NC1CCC1)[C@@H]2CO | -3 | 9 | -0.3 | 18
C[C@H](CO)N1C[C@H](C)[C@H](CN(C)C(=O)Cc2ccccc2)Oc2ncc(-c3ccc(F)cc3)cc2C1=O | 8 | -27 | -2.1 | 29
CC(C)NC(=O)N(C)C[C@@H]1OCCCC[C@@H](C)Oc2ccc(NC(=O)Nc3cccc4ccccc34)cc2C(=O)N([C@H](C)CO)C[C@@H]1C | 1 | . | -3.3 | -9
COc1ccc(-c2cnc3c(c2)C(=O)N([C@H](C)CO)C[C@H](C)[C@H](CN(C)C(=O)Cc2ccccn2)O3)cc1 | -3 | -3 | 4.0 | 22
CO[C@H](CN(C)Cc1cc(F)ccc1F)[C@H](C)CN(C(=O)Nc1ccc(F)cc1)[C@@H](C)CO | . | -22 | -0.7 | -101
COc1ccc(S(=O)(=O)N(C)C[C@H]2Oc3cc(C4=CCCC4)ccc3S(=O)(=O)N([C@@H](C)CO)C[C@H]2C)cc1 | -1 | -28 | 7.0 | 122*
O=C(C1CC1)N1CC2(C1)[C@H](c1ccccc1)[C@@H](CO)N2CCC(F)(F)F | -1 | -12 | -1.0 | .
O=C(C[C@@H]1CC[C@H](NC(=O)c2ccc(F)cc2)[C@H](CO)O1)NCCc1ccccc1 | . | 10 | -0.7 | -6
COc1ccc(S(=O)(=O)Nc2ccc3c(c2)CC(=O)N([C@H](C)CO)C[C@H](C)[C@H](CN(C)S(C)(=O)=O)O3)cc1 | 0 | -6 | 0.1 | 5
C[C@H]1CCCCO[C@@H](CN(C)C(=O)Nc2ccc(F)cc2)[C@@H](C)CN([C@@H](C)CO)C(=O)c2cc(N(C)C)ccc2O1 | 4 | -64 | -0.7 | 45
COc1ccc(NC(=O)Nc2ccc3c(c2)C(=O)N([C@H](C)CO)C[C@H](C)[C@@H](CN(C)S(=O)(=O)c2ccccc2)OCCCC[C@H](C)O3)cc1 | -9 | -57 | -0.5 | 21
Cc1noc(C)c1S(=O)(=O)Nc1ccc2c(c1)CC(=O)N([C@H](C)CO)C[C@@H](C)[C@@H](CN(C)Cc1ccc(C(=O)O)cc1)O2 | 1 | 4 | 0.3 | -28
O=C(Nc1ccccc1F)N1CCCCN2[C@H](CO)[C@@H](c3ccc(C#Cc4cccnc4)cc3)[C@H]2C1 | 4 | -52 | -0.3 | 14
COc1ccc(NC(=O)N2CCCCN3[C@@H](CO)[C@@H](c4ccc(C#Cc5ccccc5)cc4)[C@@H]3C2)cc1 | -97* | -37 | . | 70
O=C(C[C@H]1CC[C@H](NC(=O)C2CCOCC2)[C@H](CO)O1)NCC1CC1 | 2 | 11 | 0.0 | .
O=C(C[C@H]1C=C[C@H](NC(=O)CN2CCOCC2)[C@@H](CO)O1)NC1CCC1 | 0 | -9 | -2.6 | .

Sorted by length of the SMILES (lowest first): part of the list above.
canonical_smiles | C diff growth | Pf Dd2 inh | GASC1 inh | Tcruzi prolif
CO[C@H](CN(C)Cc1cc(F)ccc1F)[C@H](C)CN(C(=O)Nc1ccc(F)cc1)[C@@H](C)CO | . | -22 | -0.7 | -101
COc1ccc(S(=O)(=O)N(C)C[C@H]2Oc3cc(C4=CCCC4)ccc3S(=O)(=O)N([C@@H](C)CO)C[C@H]2C)cc1 | -1 | -28 | 7.0 | 122*
COc1ccc(S(=O)(=O)Nc2ccc3c(c2)CC(=O)N([C@H](C)CO)C[C@H](C)[C@H](CN(C)S(C)(=O)=O)O3)cc1 | 0 | -6 | 0.1 | 5
Cc1noc(C)c1S(=O)(=O)Nc1ccc2c(c1)CC(=O)N([C@H](C)CO)C[C@@H](C)[C@@H](CN(C)Cc1ccc(C(=O)O)cc1)O2 | 1 | 4 | 0.3 | -28

Next structures follow:
canonical_smiles | C diff growth | Pf Dd2 inh | GASC1 inh | Tcruzi prolif
O=C(C[C@@H]1C=C[C@H](NC(=O)Cc2ccccn2)[C@H](CO)O1)NCCc1ccccc1 | -2 | 25 | 0.0 | .
Cc1ccc(S(=O)(=O)N(C)C[C@@H]2OCCCC[C@@H](C)Oc3ccc(NC(=O)Nc4c(C)noc4C)cc3C(=O)N([C@H](C)CO)C[C@@H]2C)cc1 | 3 | -43 | -1.7 | 12
O=C(C[C@H]1C=C[C@@H](NC(=O)C2CCOCC2)[C@@H](CO)O1)Nc1ccc(-c2ccccc2)cc1 | . | 7 | 1.5 | 37
CCCN(C)C[C@H]1Oc2cc(C#Cc3ccncc3)ccc2S(=O)(=O)N([C@@H](C)CO)C[C@H]1C | 2 | -74 | -1.4 | .
COc1ccc2c3c([nH]c2c1)[C@H](CO)N(Cc1ccccc1F)CC31CCN(C)CC1 | 4 | -74 | -0.1 | .
C[C@@H]1CCCCO[C@H](CN(C)CC2CCCCC2)[C@H](C)CN([C@H](C)CO)C(=O)c2cc(NC(=O)Nc3ccc(F)cc3)ccc2O1 | -3 | -80 | -0.5 | 72
CCC(=O)Nc1ccc2c(c1)OC[C@H](C)N(C(=O)C1CC1)C[C@@H](C)[C@@H](OC)CN(C)C2=O | -7 | -4 | -1.4 | 2
C[C@@H]1CN([C@H](C)CO)C(=O)Cc2cc(NC(=O)NC3CCCCC3)ccc2O[C@H]1CN(C)CC1CCCCC1 | -2 | -25 | 0.2 | 37
O=C(C[C@H]1CC[C@@H]2[C@H](COC[C@H](O)CN2C(=O)c2cccnc2)O1)NCC1CC1 | -2&-3 | 12 | 0.9 | .
CO[C@H]1CN(C)C(=O)c2cc(NC(=O)Nc3cccc(F)c3)ccc2OC[C@H](C)N(C)C[C@@H]1C | 2 | -40 | 0.5 | -56
CCCN(C)C[C@H]1Oc2ncc(-c3ccccc3F)cc2C(=O)N([C@@H](C)CO)C[C@H]1C | -2 | -66 | 1.3 | 61
C[C@H](CO)N1C[C@H](C)[C@H](CN(C)C(=O)Nc2ccc(C(F)(F)F)cc2)Oc2ccc(NC(=O)c3ccncc3)cc2CC1=O | 4 | 5 | -2.4 | 37
CN(C)C(=O)c1ccc(-c2ccc([C@@H]3[C@@H](C#N)N(S(C)(=O)=O)[C@H]3CO)cc2)cc1 | -4 | -8 | -2.2 | 11
C[C@@H]1CN([C@H](C)CO)S(=O)(=O)c2ccc(-c3ccc(F)cc3)cc2O[C@H]1CN(C)C(=O)C1CCCCC1 | 12 | -73 | -2.3 | 53
C/C=C/c1ccc2c(c1)O[C@H](CN(C)CCC)[C@H](C)CN([C@@H](C)CO)S2(=O)=O | -1 | -17 | -0.4 | 42
C[C@H]1CN([C@@H](C)CO)S(=O)(=O)c2ccc(C#CC3CC3)cc2O[C@H]1CN(C)C(=O)CN(C)C | -13 | -51 | 2.8 | 19
CO[C@H]1CN(C)C(=O)c2ccc(NS(=O)(=O)c3ccccc3)cc2OC[C@@H](C)N(C)C[C@@H]1C | -4 | 22 | 0.7 | -27
COc1ccc(NC(=O)Nc2ccc3c(c2)[C@@H]2C[C@H](CC(=O)NCCc4ccccc4)O[C@@H](CO)[C@@H]2O3)cc1 | 36 | -17 | -1.9 | 176*
C[C@@H]1CN([C@H](C)CO)S(=O)(=O)c2ccc(-c3ccccc3)cc2O[C@H]1CN(C)Cc1ccccc1 | 43 | -65 | 11 | 63
CC(C)NC(=O)Nc1ccc2c(c1)CC(=O)N([C@@H](C)CO)C[C@H](C)[C@@H](CN(C)S(C)(=O)=O)O2 | -3 | -8 | 0.6 | 0
Cc1noc(C)c1NC(=O)Nc1cccc2c1O[C@H](CN(C)Cc1ccc(Oc3ccccc3)cc1)[C@@H](C)CN([C@H](C)CO)C2=O | 3 | 8 | -2.2 | 55
CC(C)NC(=O)Nc1ccc2c(c1)CC(=O)N([C@@H](C)CO)C[C@@H](C)[C@@H](CN(C)Cc1ccc(-c3ccccc3)cc1)O2 | 7 | -38 | 1.3 | 63
Cc1ccc(S(=O)(=O)Nc2cccc3c2O[C@@H](CN(C)C(=O)NC(C)C)[C@H](C)CN([C@@H](C)CO)C3=O)cc1 | 1 | 1 | 1.8 | -13
CO[C@@H]1CN(C)C(=O)c2ccc(NC(=O)c3cc(C)on3)cc2OC[C@@H](C)N(C(=O)C2CC2)C[C@@H]1C | -2 | -27 | -0.1 | .
Cc1ccc(S(=O)(=O)N[C@H]2CC[C@H](CC(=O)NCCc3ccncc3)O[C@H]2CO)cc1 | -2 | -11 | -1.2 | -26
O=C([C@H]1[C@H](CO)[C@H]2Cn3c(cccc3=O)[C@@H]1N2CC1CCCC1)N1CCc2ccccc2C1 | 1 | 8 | -1.7 | 18
C[C@@H]1CCCCO[C@@H](CN(C)S(C)(=O)=O)[C@@H](C)CN([C@H](C)CO)C(=O)c2cc(NC(=O)Nc3ccccc3)ccc2O1 | -2 | 31 | 0.2 | 60
C[C@H](CO)N1C[C@H](C)[C@H](CN(C)C)Oc2ccc(NC(=O)Cc3cn(C)c4ccccc34)cc2CC1=O | 1 | -5 | 1.5 | .
CCCNC(=O)N1CC(=O)N2[C@@H](CO)[C@H](c3ccc(C#Cc4cccc(OC)c4)cc3)[C@@H]2C1 | 44 | -29 | 1.1 | .
COc1ccc(S(=O)(=O)N[C@H]2CC[C@H](CCNC(=O)Cc3ccccn3)O[C@H]2CO)cc1 | . | 26 | 0.8 | -39
C[C@@H](NC(=O)C[C@H]1C=C[C@H](NS(=O)(=O)c2cccc(F)c2)[C@@H](CO)O1)c1ccccc1 | . | -13 | 1.2 | 62
O=C(NC1Cc2ccccc2C1)[C@H]1N[C@H]2c3ccc(C4=CCCCC4)c(=O)n3C[C@H]2[C@@H]1CO | -1 | 3 | -3.1 | 23
COCC(=O)Nc1ccc2c(c1)C(=O)N(C)[C@H]1CC[C@@H](CC(=O)O)O[C@H]1CO2 | -3 | 9 | 4.9 | 3
C/C=C/c1ccc([C@@H]2[C@@H](CO)N(S(C)(=O)=O)[C@H]2CN(C)C(=O)CC)cc1 | -12 | 5 | 1.1 | 90
C[C@@H]1CN([C@H](C)CO)C(=O)c2cccc(NC(=O)C3CCCCC3)c2O[C@@H]1CN(C)S(=O)(=O)c1cccs1 | -12 | -19 | 2.5 | 14
COc1ccc(C(=O)N2C[C@H]3[C@@H](c4ccccc42)[C@@H](CO)N3Cc2ccc(Cl)cc2)cc1 | 4 | -12 | -0.3 | 55
C[C@H](CO)N1C[C@H](C)[C@@H](CN(C)C(=O)Nc2ccccc2)Oc2c(cccc2N(C)C)C1=O | -3 | 1 | -0.6 | 35
